PfHsp90 set2 = growth inhibition of yeast expressing Plasmodium Hsp90. inhibition, % at 9.4 µM. S. cerevisiae expressing PfHsp90, BacTiter-Glo ATP, 48 h; yeast lacking PDR1 and PDR3 efflux regulators. actives 0.32% (n = 310,000);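 active = every replicate shows inhibition above about 80%, whatever the replicate mean, limit read from the data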;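 note: 0% = DMSO neutral controls and 100% = 20 µM radicicol positive controls; yeast relying on Plasmodium falciparum Hsp90 in place of its own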
SR-BI DiI inh = inhibitors of mouse SR-BI mediated HDL lipid uptake. ldlA[mSR-BI] CHO cells, DiI-HDL uptake fluorescence, 3 h. inhibition, % at 12.5 µM. actives 0.96% (n = 320,000). AID 488896;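 active = mean replicate inhibition of at least 70% and a set share of replicates each scoring 70 or more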;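 note: 0% = median of neutral control wells and 100% = median of positive control wells; values of inactives mirror those of a sister screen read the other way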
Target sequence (Q61009 whole entry, looked up): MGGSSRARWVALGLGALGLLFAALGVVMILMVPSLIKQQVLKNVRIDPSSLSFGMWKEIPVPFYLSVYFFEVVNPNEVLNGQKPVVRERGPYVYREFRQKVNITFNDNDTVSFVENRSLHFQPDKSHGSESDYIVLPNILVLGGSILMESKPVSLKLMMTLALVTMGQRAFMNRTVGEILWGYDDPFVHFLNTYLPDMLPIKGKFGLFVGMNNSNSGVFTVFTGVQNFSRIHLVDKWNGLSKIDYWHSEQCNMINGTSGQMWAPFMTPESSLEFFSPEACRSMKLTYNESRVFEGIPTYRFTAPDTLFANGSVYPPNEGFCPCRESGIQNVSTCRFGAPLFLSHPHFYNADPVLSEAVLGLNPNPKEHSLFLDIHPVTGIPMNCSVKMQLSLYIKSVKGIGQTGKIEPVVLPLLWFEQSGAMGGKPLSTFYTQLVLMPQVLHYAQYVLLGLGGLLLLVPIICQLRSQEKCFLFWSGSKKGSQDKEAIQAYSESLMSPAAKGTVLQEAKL
NSD2 inh = blocks human histone methyltransferase NSD2; NSD2 peptide methylation, AlphaScreen, 120 min; inhibition, % at 12.5 µM; actives 0.54% (n = 310,000); AID 743445; in the data active = inhibition above about 50%
MITF act = activators of MITF-driven TRPM1 promoter activity in SK-MEL-5 cells | activation, % at 12.5 µM | actives 0.75% (n = 300,000) | SK-MEL-5 TRPM1-promoter luciferase, 24 h; % of positive control, neutral wells = 0 | AID 588334;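 active = mean activation of at least 80% with every replicate also reaching 80%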;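 note: 0% = neutral control wells and 100% = parthenolide positive control wells; values of inactives mirror those of a sister screen read the other way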
Rtt109 HAT inh = C. albicans Rtt109 histone acetyltransferase inhibition | purified Rtt109/Vps75, ThioGlo CoA-SH fluorescence, 4 h | Q5AAJ8 | actives 0.16% (n = 330,000) | inhibition, % at 34.9 µM | AID 540336;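 active = inhibition of at least 50% in every replicate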
Target sequence (Q5AAJ8 whole entry, looked up): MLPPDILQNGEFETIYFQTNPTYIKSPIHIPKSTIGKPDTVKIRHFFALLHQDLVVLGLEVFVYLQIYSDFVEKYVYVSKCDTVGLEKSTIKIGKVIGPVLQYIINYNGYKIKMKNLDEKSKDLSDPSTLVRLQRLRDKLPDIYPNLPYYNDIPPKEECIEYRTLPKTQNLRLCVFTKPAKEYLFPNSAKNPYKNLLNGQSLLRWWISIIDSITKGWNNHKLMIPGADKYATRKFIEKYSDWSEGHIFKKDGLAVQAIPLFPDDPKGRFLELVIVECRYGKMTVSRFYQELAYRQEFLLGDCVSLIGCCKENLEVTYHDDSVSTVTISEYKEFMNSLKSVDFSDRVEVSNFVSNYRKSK
CAL PDZ FP-1 = human CAL PDZ-peptide interaction inhibition; Q9HD26; purified CAL PDZ, TMR-peptide fluorescence polarization, 1 h; inhibition, % at 20 µM; actives 0.02% (n = 330,000); AID 504414;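 active = highest replicate inhibition of at least 40%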;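 note: plate controls were DMSO neutral control wells for no effect and unlabeled competitor peptide control wells for full effect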
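Test system: purified CerCALP PDZ construct; Compound dosing: one concentration, 20 µM compound; Also added: TMR-labelled reporter peptide T*-PRC34 bound in PDZ groove; Read-out: inhibition from polarization loss; Controls: unlabelled peptide and DMSO controls; Signal: FP readout, S and P plane fluorescence; Incubation: 1 h at RT.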
PvdQ acylase = blocks Pseudomonas aeruginosa PvdQ acylase activity; purified PvdQ acylase, fluorescence plate reader; inhibition, % at 10 µM; actives 0.063% (n = 340,000); in the data active = inhibition above about 30%, passing the limit was not always enough;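 note: 0% = vehicle neutral wells and 100% = reference inhibitor wells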
SR-BI uptake up = SR-BI HDL lipid transfer activation; CHO ldlA[mSR-BI] cells, DiI-HDL uptake fluorescence, 3 h; 100 = double the neutral-control signal; activation, % at 12.5 µM; actives 0.096% (n = 320,000); AID 504775;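 active = mean replicate activation of at least 60% and every replicate at or above 60%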;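 note: 0% = median plate neutral-control signal and 100% = twice that signal; values of inactives mirror those of a sister screen read the other way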
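System: CHO ldlA[mSR-BI] cells / Medium: HEPES-buffered (25 mM, pH 7.4) F12 plus 0.5% BSA / Probe or stimulus: labelled HDL, 10 µg/mL / Doses: single compound concentration, delivered by pin transfer / Schedule: 3 h, 37 °C / Measured by: DiI fluorescence, bottom read / Measure: cell-associated DiI fluorescence as measure of HDL uptake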
dFosB activator = activators of mouse delta FosB homodimer | actives 0.99% (n = 340,000) | activation, % at 25 µM | purified delta FosB, TAMRA-CDK5 oligo fluorescence polarization; percent of positive-control signal above neutral wells | P13346 | AID 493131;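 active = mean activation above about 17%, with every replicate also reaching it, limit read from the data, passing the limit was not always enough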;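 note: fluorescence polarization rise as delta FosB binds a TAMRA Cdk5 AP-1 oligo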
CAL PDZ FP-2 = blocks peptide binding to the human CAL PDZ domain | Q9HD26 | purified CAL PDZ, TMR-peptide fluorescence polarization, 1 h | inhibition, % at 24.9 µM | actives 0.92% (n = 300,000) | AID 602252;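 active = mean inhibition of at least 30% with at least half of replicates also reaching 30%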;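 note: 0% = DMSO neutral control and 100% = excess unlabeled competitor peptide PRC23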
The depositor's hits bear a star; i = inactive; nt = no result given.

Each structure is followed by: PfHsp90 set2	SR-BI DiI inh	NSD2 inh	MITF act	Rtt109 HAT inh	CAL PDZ FP-1	PvdQ acylase	SR-BI uptake up	dFosB activator	CAL PDZ FP-2
> CCOC(=O)c1c(S(=O)(=O)N2CCCC(C)C2)c(C)n(C)c1C (stereo unspecified)
 : 25	-14	33	-11	-6	-1.8	-14	14	-1	-3
> COC(=O)c1ccc(-c2noc(CN(C)CC3CCCCO3)n2)cc1 (stereo unspecified)
 : 1	nt	38	17	-6	-1.4	4	nt	-4	-3
> O=C(O)CC(=O)Nc1cc(Cl)ccc1O
 : 1	11	-5	6	nt	-2.0	0	-11	-2	-2
> Cc1noc(NC(=O)c2ccccc2C(F)(F)F)c1C#N
 : 6	-24	-2	-6	-3	0.2	-13	24	6	-4
> CC(NC(=O)CN1C(=O)NC(c2ccccc2)(c2ccccc2)C1=O)c1cccs1 (stereo unspecified)
 : 4	-28	24	11	-1	-0.9	3	28	0	3
> CN(CCC#N)C(=S)Nc1ccc(Oc2ccccc2)cc1
 : 5	8	0	3	-2	-1.3	-6	-8	-2	-2
> COC(=O)C(C(=O)NCC1CCCO1)C1CCCC1 (stereo unspecified)
 : 0	-11	0	3	14	-1.8	7	11	-4	9
> COC(=O)c1ccc(NC(=S)NCCC2=CCCCC2)cc1
 : 6	-10	nt	-2	36	-2.3	6	10	-4	-6
> CC(=O)NCC(=O)OCC(=O)c1ccc(Cl)cc1
 : -24	-5	-5	9	nt	-1.4	2	5	-1	0
> COc1ccc(CCN2C(=O)C3C4CC(C5C(C(=O)O)=NOC45)C3C2=O)cc1OC (stereo unspecified)
 : 8	1	-36	2	5	-1.1	0	-1	2	-3
> COc1ccc(S(=O)(=O)NCCc2c[nH]c3ccc(Cl)cc23)cc1
 : -11	23	-5	0	9	-0.7	-2	-23	-9	17
> O=C(C1=C(O)C(=O)N(Cc2ccccc2)C1c1cccnc1)c1ccco1 (stereo unspecified)
 : 5	-67	0	13	-1	-2.5	-9	67*	5	0
> O=C(c1cccc(C(F)(F)F)c1)N1CCN(c2cc(=O)[nH]nc2-c2ccccc2)CC1
 : nt	-1	1	nt	14	-0.9	-4	1	-8	-3
> CC(=O)c1ccc(OCc2cc(C(=O)N(C)C(C)c3nccs3)no2)cc1 (stereo unspecified)
 : -77	-5	1	27	-8	-1.0	-10	5	-1	8
> Cn1nc(C(=O)NCc2ccccc2Cl)c2c1-c1ccccc1S(=O)(=O)C2
 : -4	24	-1	-10	-4	-2.3	-13	-24	-8	-10
> O=S(=O)(C=C(c1ccccc1)c1ccccc1)c1ccccc1
 : 20	4	0	0	-2	-0.9	-13	-4	-1	-1
> Cc1ccc(Cl)cc1NC(=O)N[C@@H](C)C(=O)O
 : 7	nt	-4	2	2	-0.4	-7	nt	3	1
> COc1ccc(NC(=O)CN2C(=O)NC(C)(c3ccccc3)C2=O)cc1Cl (stereo unspecified)
 : 10	1	1	-12	-13	-2.5	-15	-1	-12	-2
> CN1CCC(=NNC(=O)C(=O)NCc2ccccc2)CC1
 : -45	-5	9	4	-2	-2.5	-16	5	2	-11
> Cc1cc(CN2CCCC(N3CCc4ccccc4C3)C2)cc(C)c1O (stereo unspecified)
 : 17	-12	5	-1	5	nt	-13	12	-10	-5
> CC(=O)c1cc(-c2ccccc2)[nH]c1N1CCCC1
 : 12	2	-5	-10	2	-1.6	-8	-2	-9	2
> COCCNC(=O)CSc1nc2nc(C)cc(C)n2n1
 : 7	-7	-4	7	0	-0.7	1	7	-7	2
> Cc1ccc(-c2cccc(C3CC=CC4C3C(=O)N(Cc3ccccc3)C4c3cc(C)ccc3F)c2)cc1 (stereo unspecified)
 : nt	-9	nt	25	8	0.8	1	9	-9	0
> Cc1ccc(NC(=O)N2CCCCCC2)cc1
 : 3	-20	-3	46	11	0.5	0	20	1	-2
> Cc1ccc(C(=O)N2CCN(c3ccc(Cl)cc3)CC2)cc1
 : 10	2	-3	4	2	-0.5	-4	-2	-5	0
> O=c1c2ccccc2c(C=NCCCN2CCOCC2)c(O)n1Cc1ccccc1
 : 6	-4	-1	6	7	-2.4	-8	4	-15	-3
> CCCC(=O)NC(=S)Nc1ccc(Cl)cn1
 : 14	-4	-1	19	7	0.6	10	4	3	-2
> O=C(c1cccc(F)c1)N1CCN(CC2CC3C=CC2C3)CC1 (stereo unspecified)
 : -1	6	-3	0	-2	0.0	4	-6	-8	3
> COc1ccccc1C(=O)N=Nc1c(O)[nH]c2ccc([N+](=O)[O-])cc12
 : -8	-5	3	3	-1	-1.4	-3	5	-6	1
> O=C(COc1ccc(S(=O)(=O)N2CCCC2)cc1)N1CCCCC1
 : 18	nt	3	-7	-18	-2.6	-15	nt	2	-1

Next section; it opens with the three that closed the last part.
Each structure is followed by: PfHsp90 set2	SR-BI DiI inh	NSD2 inh	MITF act	Rtt109 HAT inh	CAL PDZ FP-1	PvdQ acylase	SR-BI uptake up	dFosB activator	CAL PDZ FP-2
> O=C(c1cccc(F)c1)N1CCN(CC2CC3C=CC2C3)CC1 (stereo unspecified)
 : -1	6	-3	0	-2	0.0	4	-6	-8	3
> COc1ccccc1C(=O)N=Nc1c(O)[nH]c2ccc([N+](=O)[O-])cc12
 : -8	-5	3	3	-1	-1.4	-3	5	-6	1
> O=C(COc1ccc(S(=O)(=O)N2CCCC2)cc1)N1CCCCC1
 : 18	nt	3	-7	-18	-2.6	-15	nt	2	-1
> O=C(Nc1nnc(-c2ccccc2F)s1)C1CCCO1 (stereo unspecified)
 : 12	-2	1	66	-1	0.1	-12	2	-7	10
> Cc1c(C(=O)OC2CCCC2)[nH]c2c1C(=O)CC(c1ccco1)C2 (stereo unspecified)
 : -33	47	nt	-24	-1	-0.5	4	-47	2	nt
> O=C(Nc1nc(-c2ccccc2)c(-c2ccccc2)o1)c1ccc(F)cc1
 : 105*	24	0	-29	9	-1.2	2	-24	-1	0
> COC(=O)c1cn(NC(=O)Cc2cccc(OC)c2)c(=O)c2ccccc12
 : -19	-1	-2	-3	-4	-0.9	-5	1	-13	34*
> COC(=O)C1=C[C@@H](C(=O)OC)[C@@H]2C3=C(C(=O)C2(C)C)[C@H](c2ccccc2)[C@@H]2C(=O)N(C)C(=O)[C@@H]2[C@@H]3C1
 : -3	-6	nt	-7	6	-1.2	-10	6	-4	-2
> O=c1[nH][nH]c(-c2ccccc2O)c1C(C[N+](=O)[O-])c1ccc(Cl)cc1Cl (stereo unspecified)
 : 0	-23	0	-15	-3	0.1	1	23	-4	-1
> COc1cccc(N2C(=O)C3CCCN3C2c2ccc(F)cc2)c1 (stereo unspecified)
 : 3	12	-2	7	-8	-0.2	-15	-12	9	-3
> CN1CCN(c2nc(-c3cc4ccccc4o3)cs2)CC1
 : -24	-20	-3	30	0	-1.4	-9	20	4	-3
> CCOc1ccc(Nc2nc(Cc3nnc(SCC(=O)NCc4ccco4)n3CC)cs2)cc1
 : 12	28	-3	-19	-4	-0.9	-6	-28	-10	1
> CCc1c(C)c2ccc(O)c(CN(C)C)c2oc1=O
 : nt	-7	0	-8	i	-0.7	-2	7	-11	nt
> NC(=O)[C@@H]1CC2(CC(c3cccc(NC(=O)[C@@H]4CCC(=O)N4)c3)=NO2)CN1C(=O)Cc1ccc([N+](=O)[O-])cc1 (stereo partly specified)
 : 1	-6	nt	3	-4	-0.1	8	6	-3	4
> CC(NC(N)=O)C(=O)OCC(=O)c1ccc(-c2ccccc2)cc1 (stereo unspecified)
 : 6	9	0	11	-5	-1.1	-3	-9	-5	nt
> CCOc1cc(C(=O)Nc2ccc(S(=O)(=O)Nc3nnc(CC)s3)cc2)cc(OCC)c1OCC
 : 4	5	0	4	1	-0.8	-8	-5	-16	-10
> C/C(=N/NC(=O)c1cccs1)c1ccco1
 : -4	-2	-2	33	-4	-0.7	-6	2	-2	-2
> O=C(Nc1nnc(Cc2ccccc2)s1)c1cccs1
 : 20	-21	-2	46	-4	0.1	-14	21	2	-1
> NC(=O)C1CCN(c2oc(-c3ccccc3)nc2S(=O)(=O)c2ccc(Br)cc2)CC1
 : 0	-13	10	14	1	0.4	10	13	-2	2
> CCN(CC)C(=O)CN1CCN(c2ncccn2)CC1
 : -34	26	0	-9	-3	-1.1	-16	-25	2	-1
> O=C(NC(CSCc1ccccc1)C(=O)N/N=C/c1ccc(O)cc1O)c1ccc([N+](=O)[O-])cc1 (stereo unspecified)
 : -10	22	5	-70	8	-2.2	1	-22	-9	5
> CCCOC(=O)c1cc(-c2ccc(C=O)o2)ccc1Cl
 : -7	12	-2	23	-2	-2.0	13	-12	-12	-4
> Cc1nc(N2CCN(C(=O)COc3ccccc3)CC2)c2c(C)c(C)sc2n1
 : 2	-18	-2	-38	12	-0.9	8	18	-7	-3
> CC1(C)CN=c2s/c(=C\c3ccc(Cl)cc3)c(=O)n2C1
 : 33	11	-12	117*	10	0.4	-4	-11	3	0
> O=C(NCC(c1cccs1)N1CCOCC1)c1cc(S(=O)(=O)N2CCOCC2)c(Cl)cc1Cl (stereo unspecified)
 : -9	19	1	21	nt	0.3	-15	-19	7	14
> CCCCNC(=O)CSc1nc2ccccc2c(=O)n1Cc1ccc2c(c1)OCO2
 : nt	-4	-1	nt	14	-2.0	-2	4	-2	-5
> Cc1c2n(c3ccccc13)CC/C2=N\O
 : 31	3	-2	-15	-3	0.9	-19	-3	-6	-4
> C=C1CCN(C(C)C(=O)OC)S(=O)(=O)c2ccccc21 (stereo unspecified)
 : -1	6	nt	1	0	1.2	-2	-6	7	1
> CCOc1ccc(-c2nnn(CC(=O)c3ccc4c(c3)OCCO4)n2)cc1
 : -31	18	-4	9	9	-0.2	-14	-18	-8	0
> COc1ccc(NC(=S)NC23CN4CN(CN(C4)C2)C3)cc1
 : -6	12	0	-17	-1	-0.8	-11	-12	0	6
> O=C(NCC1CCCO1)c1nnc(Cc2ccc(F)cc2)o1 (stereo unspecified)
 : -4	nt	nt	2	-3	-0.6	-1	nt	1	nt
> O=C(Nc1c2c(nn1-c1ccc(F)cc1)CS(=O)C2)c1ccc(Br)o1 (stereo unspecified)
 : 3	-14	1	-4	3	-1.7	-12	14	2	1
> COc1cccc(-c2nnc(-c3ccc4ccccc4c3)o2)c1
 : 8	-5	-1	56	-2	-0.5	-12	5	-17	-2
> CCc1c(C)nc2ncnn2c1Nc1ccc(C(C)=O)cc1
 : 3	-17	-1	33	9	-2.8	-5	17	-9	-1
> O=C1c2ccccc2CCc2ccc(Br)cc21
 : -19	-18	nt	14	4	-1.0	-6	18	1	-5
> CCN(CC)S(=O)(=O)c1cccc(-c2nnc(SC(C)C(N)=O)n2CCc2ccccc2)c1 (stereo unspecified)
 : 2	nt	-1	4	-1	-2.4	-7	nt	-12	4

Assay outcomes from PubChem BioAssay.
